Bioassay records as filed in PubChem BioAssay.
FXIIa mix inh = blocks human factor XIIa in pooled compound mixtures; P00748; purified FXIIa, fluorogenic substrate; inhibition, % at 5 µM; 62,000 tested, 0.2% active;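 further: 0% = enzyme without compound and 100% = no enzyme blank; some results filed as inactive read as strong as hits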
FXIa mix inh = factor XIa (human) inhibition, mixture screen; 62,000 tested, 0.19% active; inhibition, % at 5 µM; AID 680; P03951; purified FXIa, fluorogenic substrate, pooled mixtures;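 further: each value is inhibition by a whole ten-compound pool holding the compound; 0% = enzyme with no mixture and 100% = wells lacking enzyme; strong numbers were not always called active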
Abs 340nm = compound absorbs light at 340 nm; compound absorbance at 340 nm, fold over control; fold change at 10 µM; 65,000 tested, under 10 active; AID 708;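 active means at 10 µM dose, initial 340 nm absorbance at least 2 fold that of control wells; inactive means change under 2 fold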;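 further: initial absorbance extrapolated from kinetic A340 decline of NADH oxidation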
MMP-13 inhibitor = MMP13 (human) collagenase inhibition. P45452. MMP-13 fTHP FRET cleavage, Mca fluorescence. inhibition, % at 4 µM. 65,000 tested, 0.07% active. AID 570;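 active means inhibition above the mean of compound-free control plate wells plus 3 SD, cut at about 14% in these data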;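 further: 0% = DMSO wells and 100% = wells with reference MMP-13 inhibitor after basal subtraction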
Hsp90 block = displaces geldanamycin probe from tumor Hsp90. P07900. NCI-N417 lysate Hsp90, Cy3B-geldanamycin FP displacement. inhibition, % at 30 µM. 64,000 tested, 0.35% active;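 active means inhibition above 50%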;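 further: 0% = tracer plus lysate wells and 100% = tracer alone without lysate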
Cdc25B inh = inhibitors of human Cdc25B phosphatase; P30305; 65,000 tested, 0.1% active; recombinant Cdc25B, OMFP fluorescence Ex485/Em525; inhibition, %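 (compounds tested at 10 µM final in the well)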; in the data active means inhibition above about 50%
Target sequence (P30305 whole entry, looked up): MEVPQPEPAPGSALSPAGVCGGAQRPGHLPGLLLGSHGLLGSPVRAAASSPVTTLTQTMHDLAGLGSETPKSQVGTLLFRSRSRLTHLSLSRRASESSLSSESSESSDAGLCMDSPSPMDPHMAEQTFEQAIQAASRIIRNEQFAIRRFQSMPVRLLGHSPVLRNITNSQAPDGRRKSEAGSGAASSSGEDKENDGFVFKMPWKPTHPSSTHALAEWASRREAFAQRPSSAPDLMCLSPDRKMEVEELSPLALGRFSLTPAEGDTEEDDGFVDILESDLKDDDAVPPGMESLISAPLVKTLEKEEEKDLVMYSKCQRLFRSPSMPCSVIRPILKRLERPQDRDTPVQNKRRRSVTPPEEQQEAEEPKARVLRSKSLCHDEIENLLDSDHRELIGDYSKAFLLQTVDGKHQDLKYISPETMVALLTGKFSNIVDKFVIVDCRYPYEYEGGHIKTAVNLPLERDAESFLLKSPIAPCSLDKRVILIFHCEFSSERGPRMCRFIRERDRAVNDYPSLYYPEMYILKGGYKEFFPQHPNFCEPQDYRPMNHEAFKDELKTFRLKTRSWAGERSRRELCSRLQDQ
AP ELISA ortho = alternative pathway complement inhibition, orthogonal assay; Human serum alternative complement pathway, LPS-coated ELISA, C3 deposition; tested in compound mixtures; inhibition, % at 5 µM; 62,000 tested, 0.08% active; AID 1235;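 active means inhibition above 30% in each of the two pooled mixtures holding the compound, so the lower value exceeds 30%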;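 further: 0% = serum in Mg-EGTA without compound and 100% = EDTA serum blank; some compounds past the cut are filed as inactive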
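Test system: human serum alternative complement pathway, C3 deposition on LPS-coated wells; also added: Plate-bound LPS; doses: 5 µM per compound in ten-compound mixtures; schedule: 1 h at 37 °C; detection: Anti-C3 ELISA, OD 450 nm; evaluation: percent inhibition of C3 deposition onto LPS; repeats: two pool placements per compound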
MKP-1 inh = inhibitors of human MKP-1 phosphatase | P28562 | recombinant MKP-1, OMFP hydrolysis fluorescence | inhibition, %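 (compounds tested at a single concentration somewhere between 10 and 100 µM)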 | 65,000 tested, 0.15% active | AID 374;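 active means inhibition above about 50%, limit read from the data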;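 further: 0% = DMSO max control wells and 100% = wells with enzyme stopped by NaOH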
JNK3 blocker = inhibitors of human JNK3 kinase; P53779; 60,000 tested, 0.61% active; AID 746; inhibition, % at 8 µM; purified JNK3 kinase activity, HTS; in the data active means inhibition above about 17%;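 further: 0% = DMSO and 100% = reference inhibitor; many of its hits are not listed in these tables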
* = called active by the depositor; · = not tested or not shown; [ ] = dose if it differs, or a comment. Unless noted, no stated cut-off is given here; in the data, active means inhibition above about 20% (passing the limit was not always enough); inactive means the rest.

SMILES	FXIIa mix inh	FXIa mix inh	Abs 340nm	MMP-13 inhibitor	Hsp90 block	Cdc25B inh	AP ELISA ortho	MKP-1 inh	JNK3 blocker
COC(=O)c1[nH]c2cc(C)ccc2c1NC(=O)CN1CCN(c2ccccc2OC)CC1	3	0	1	-10	-10	3	7	-4	0
COc1ccc(OC)c(-c2cc(C(=O)N3CCCc4ccccc43)no2)c1	6	-1	1	3	0	-10	0	-12	10
Cc1ccc(NC(=O)CS(=O)CC(=O)NC(C)CCc2ccco2)cc1Cl (stereo not given)	3	7	0.99	2	-10	5	14	6	9
CCN(CC)c1ccc(C2C3CCCCC3(O)CCN2CC(=O)N2CCCCC2)cc1 (stereo not given)	1	3	1	2	-8	4	6	8	-1
CCOc1ccccc1OCCCC(=O)N1CCN(S(=O)(=O)c2ccc(C)cc2)CC1	-1	12	0.99	-9	-3	-11	6	22	5
Cc1cc(Nc2nc3ccccc3[nH]c2=O)n(-c2ccccc2)n1	8	7	1.1	7	-1	-4	16	2	-3
Cc1ccc(OCCC(=O)Nc2c(C)n(C)n(-c3ccccc3)c2=O)cc1	0	2	1.1	3	0	-9	1	21	-7
O=c1c2ccccc2ncn1Cc1ccco1	·	·	1	-3	-10	-31	·	-27	6
CCCc1cc(=O)oc2cc(C)cc(OCc3nn[nH]n3)c12	1	-6	1.1	-157[fluorescence artefact?]	-2	-2	0	-16	3
O=C(CN1CCCC1)N1c2ccccc2Sc2ccccc21	1	5	1	5	·	-9	4	9	-2
O=S(=O)(c1ccc(Cl)cc1Br)N1CCCCC1	-16	6	1	2	1	-5	15	-7	-4
Cc1ccc(N2C(=O)C3ON(c4ccccc4)C(c4ccncc4)C3C2=O)cc1 (stereo not given)	·	·	0.98	3	-3	-1	·	-2	0
Cn1c(=O)c2c(nc(SCC(=O)Nc3ccccc3N3CCCCC3)n2C)n(C)c1=O	5	-2	0.97	-5	-2	-13	-1	5	3
CC1=C(C(=O)OCc2ccccc2)C(c2cccnc2)n2ncnc2N1 (stereo not given)	3	-2	1.1	0	-1	-5	-12	0	3
CC(C)C(NC(=O)C1CCCCC1)C(=O)Nc1ccc2c(c1)OCCO2 (stereo not given)	5	4	0.97	1	3	-5	-8	2	2
CC1=NC(Nc2nc(C)c3ccccc3n2)=NC(C)(C)C1	6	2	1	-3	1	-8	7	2	2
CC1(C)SC2c3ccccc3C(=O)N2[C@@H]1C(=O)NCCCN1CCOCC1 (stereo not given in full)	6	-15	1	-2	1	5	4	3	1
